Screening results (PubChem)
Fh CTSL1 inh – counter-screen for PFM18AAP inhibitors: inhibitors of F. hepatica cathepsin L1; recombinant F. hepatica cathepsin L1, Z-Leu-Arg-MCA fluorescence; inhibition, % at 5.96 µM; 300,000 tested, 0.49% active;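 active means inhibition above the mean of all tested compounds plus 3 SD, set per screening campaign, cut at about 17% in these data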;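 further: 0% = plate median of test compound wells and 100% = 1 µM Z-Phe-Ala-diazomethylketone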
procasp7 counter – activates human procaspase-7, counter-screen for procaspase-3 activators. recombinant procaspase-7, Ac-DEVD-pNA absorbance 405 nm; D23A/D198A/D206A triple mutant, cannot self-cleave; scale: DMSO 0, 5 µM enzyme 100. activation, % at 8.5 µM. 330,000 tested, 0.093% active;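 active means percent activation above the screen-wide mean plus 3 SD, cut at about 25% in these data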
Target sequence (P55210 whole entry D23A/D198A/D206A): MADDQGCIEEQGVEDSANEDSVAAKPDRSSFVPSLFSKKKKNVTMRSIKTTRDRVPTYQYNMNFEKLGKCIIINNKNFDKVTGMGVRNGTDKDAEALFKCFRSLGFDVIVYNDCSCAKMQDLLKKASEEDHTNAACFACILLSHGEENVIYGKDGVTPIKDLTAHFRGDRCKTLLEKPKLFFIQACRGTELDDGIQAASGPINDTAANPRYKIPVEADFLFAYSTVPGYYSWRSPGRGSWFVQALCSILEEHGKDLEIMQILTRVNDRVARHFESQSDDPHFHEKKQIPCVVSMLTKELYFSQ
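System: Procaspase-7 triple mutant (PC-7 D3A); measure: % activation from two-timepoint absorbance difference, scaled to controls; times: 1 h compound preincubation, 2 h substrate cleavage, 25 °C; also added: Ac-DEVD-pNA substrate, 400 µM as added; measured by: Epi-absorbance of released pNA at 405 nm, two timepoints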
HCV core dimer – HCV core protein dimerization inhibition; TR-FRET GST/Flag-core106 dimerization, 1536-well; inhibition, % at 5 µM; 300,000 tested, 0.33% active; AID 1899;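 active means inhibition above the mean of all tested compounds plus 3 SD, set per screening campaign, cut at about 45% in these data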
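Assay system: GST-tagged and Flag-tagged HCV core protein residues 1-106 / Times: compound-protein-antibody incubation 4 h at 22.5 °C / Signal: time-resolved FRET, ex 340 nm, em 617 and 671 nm / Evaluation: % inhibition based on acceptor/donor emission ratio / Benchmarks: wells lacking GST-core106 and wells with excess unlabelled core106 / Repeats: singlicate, one well per compound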
procasp3 activ – procaspase-3 (human) activation. P42574. recombinant procaspase-3 D3A, Ac-DEVD-pNA absorbance 405 nm. activation, % at 8.5 µM. 330,000 tested, 0.11% active. AID 463141;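 active means activation above the mean of all tested compounds plus 3 SD, cut at about 21% in these data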;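 further: 0% = DMSO alone and 100% = DMSO wells spiked with extra 5 µM PC-3 D3A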
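Assay system: Autoprocessing-dead procaspase-3 D3A mutant enzyme; also added: Ac-DEVD-pNA; doses: one concentration, 8.5 µM nominal, 0.8% DMSO; times: 1 h compound preincubation, 2 h substrate hydrolysis at 25 °C; technique: 405 nm absorbance of p-nitroaniline, reads at 0 and 120 min; measure: % activation between DMSO and enzyme-spiked controls; repeats: single replicate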
JMJD2C inh – inhibitors of human GASC-1 (JMJD2C) demethylase | 330,000 tested, 0.069% active | inhibition, % at 2.35 µM | GST-JMJD2C(1-420) H3K9me3 demethylation, DELFIA europium | Q9H3R0;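 active means more than half of a compound's replicate wells show inhibition beyond 50%, single wells judged on their own value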;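 further: signal counts dimethyl H3K9 product captured on neutravidin plate; 0% = median of DMSO wells and 100% = 0.3 times that DMSO median; strong numbers were not always called active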
Target sequence (Q9H3R0 1-420 limits assumed): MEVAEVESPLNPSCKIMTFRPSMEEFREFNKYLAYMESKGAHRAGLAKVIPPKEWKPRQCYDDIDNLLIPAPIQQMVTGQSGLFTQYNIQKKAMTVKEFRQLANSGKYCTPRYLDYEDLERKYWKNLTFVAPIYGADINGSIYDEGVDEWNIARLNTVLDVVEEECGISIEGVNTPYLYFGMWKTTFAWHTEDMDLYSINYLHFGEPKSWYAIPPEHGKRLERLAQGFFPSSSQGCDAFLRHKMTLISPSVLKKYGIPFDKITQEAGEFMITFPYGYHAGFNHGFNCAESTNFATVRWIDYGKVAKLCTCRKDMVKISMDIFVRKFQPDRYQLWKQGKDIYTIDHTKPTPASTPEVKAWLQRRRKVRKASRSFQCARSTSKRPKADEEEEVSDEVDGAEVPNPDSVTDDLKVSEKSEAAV
VLA-4 inh – inhibition in a human VLA-4 binding assay; P13612; VLA-4 expressing cells, ligand binding flow cytometry; inhibition, % (about 7 µM as worked out from the volumes in the protocol); 330,000 tested, 0.2% active; AID 2557; in the data active means inhibition above about 50%
GRK2 aptamer HTS – human GRK2 inhibition via aptamer displacement. AID 488847. 330,000 tested, 0.59% active. inhibition of aptamer binding, % at 10 µM. P25098. bead flow cytometry, FAM-aptamer displacement from GRK2;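 active means inhibition of aptamer binding above 40%, roughly 3 SD of noise, on plates passing a quality check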;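 further: median bead fluorescence of bound FAM aptamer so fluorescent compounds give negative values; no value below 0 was filed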
PP1 inh – PP1-alpha (human) inhibition in PP5 counter-screen; P62136; AID 2235; inhibition, % at 6.7 µM; 320,000 tested, 0.9% active; purified PP1alpha, OMFP fluorescence;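 active means inhibition above the mean inhibition of all tested compounds plus 3 SD, computed separately for each screening campaign, cut at about 15% in these data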
Target sequence (P62136 whole entry, looked up): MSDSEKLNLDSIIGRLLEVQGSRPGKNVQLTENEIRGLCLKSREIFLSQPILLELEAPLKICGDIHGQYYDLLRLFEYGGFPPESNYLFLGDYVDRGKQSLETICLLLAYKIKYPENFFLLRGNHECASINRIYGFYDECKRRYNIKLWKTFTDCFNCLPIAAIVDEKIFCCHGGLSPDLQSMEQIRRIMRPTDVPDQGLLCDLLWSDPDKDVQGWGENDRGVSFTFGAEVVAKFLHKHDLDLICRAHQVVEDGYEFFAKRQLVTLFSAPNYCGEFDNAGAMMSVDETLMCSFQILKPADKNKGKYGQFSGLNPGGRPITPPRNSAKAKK
PP5 primary – inhibitors of human protein phosphatase 5 (PP5); P53041; purified PP5c, OMFP substrate fluorescence; inhibition, % at 6.7 µM; 320,000 tested, 0.18% active;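 active means inhibition above the campaign's mean inhibition across all tested compounds plus 3 SD, cut at about 9.5% in these data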;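 further: 0% = DMSO only and 100% = 100 µM cantharidin control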
Active calls of the source: *; nt = not tested or not shown; & = joins results of further samples. Not a hit list; 2.6% or so of the library scored in one or more.

SMILES	Fh CTSL1 inh	procasp7 counter	HCV core dimer	procasp3 activ	JMJD2C inh	VLA-4 inh	GRK2 aptamer HTS	PP1 inh	PP5 primary
CC1(C)CC2CC(C)(CN2C(=O)c2cc(-c3ccc(O)cc3)on2)C1 (configuration not stated)	2	14	6	4	-5	5	4	6	5.9
O=C(CCC(=O)c1ccc(Cl)cc1)OCC(=O)c1ccccc1	-29	11	4	6	2	-8	0	-1	2.5
OCc1cn(-c2ccccc2)nc1-c1cccnc1	-1	10	-7	-5	-21	-1	0	-5	2.3
COc1cc(C)ccc1OC(C)C(=O)Nc1ccc(N2CCCCC2)cc1 (configuration not stated)	nt	7	nt	19	9	3	0	nt	nt
O=C(O)C1CCCCN1S(=O)(=O)c1ccccc1 (configuration not stated)	1	5	0	-1	3	-7	0	-1	-1.6
CCOC(=O)/C=C/[C@H]1CC2(CCO1)SCCCS2	nt	-4	nt	7	5	10	0	-3	-2.3
CCCOC1CCCN(C(=O)c2cc(COc3c(F)cccc3F)on2)C1 (configuration not stated)	-1	1	11	11	-3	9	0	2	1.4
Cc1nc2ccccc2n1CC(=O)NC1CCCCCC1	0	6	-5	5	8	3	0	-1	3.0
CCNC(=S)Nc1ccc(OCC)cc1	1	3	1	1	0	-13	0	1	1.7
COc1cccc(NC(=O)Nc2cc(C)ccc2OC)c1	-1	4	1	6	12	7	0	1	6.8

10 entries from above in another layout.
Compound | Fh CTSL1 inh | procasp7 counter | HCV core dimer | procasp3 activ | JMJD2C inh | VLA-4 inh | GRK2 aptamer HTS | PP1 inh | PP5 primary
CC1(C)CC2CC(C)(CN2C(=O)c2cc(-c3ccc(O)cc3)on2)C1 (configuration not stated) | 2 | 14 | 6 | 4 | -5 | 5 | 4 | 6 | 5.9
O=C(CCC(=O)c1ccc(Cl)cc1)OCC(=O)c1ccccc1 | -29 | 11 | 4 | 6 | 2 | -8 | 0 | -1 | 2.5
OCc1cn(-c2ccccc2)nc1-c1cccnc1 | -1 | 10 | -7 | -5 | -21 | -1 | 0 | -5 | 2.3
COc1cc(C)ccc1OC(C)C(=O)Nc1ccc(N2CCCCC2)cc1 (configuration not stated) | nt | 7 | nt | 19 | 9 | 3 | 0 | nt | nt
O=C(O)C1CCCCN1S(=O)(=O)c1ccccc1 (configuration not stated) | 1 | 5 | 0 | -1 | 3 | -7 | 0 | -1 | -1.6
CCOC(=O)/C=C/[C@H]1CC2(CCO1)SCCCS2 | nt | -4 | nt | 7 | 5 | 10 | 0 | -3 | -2.3
CCCOC1CCCN(C(=O)c2cc(COc3c(F)cccc3F)on2)C1 (configuration not stated) | -1 | 1 | 11 | 11 | -3 | 9 | 0 | 2 | 1.4
Cc1nc2ccccc2n1CC(=O)NC1CCCCCC1 | 0 | 6 | -5 | 5 | 8 | 3 | 0 | -1 | 3.0
CCNC(=S)Nc1ccc(OCC)cc1 | 1 | 3 | 1 | 1 | 0 | -13 | 0 | 1 | 1.7
COc1cccc(NC(=O)Nc2cc(C)ccc2OC)c1 | -1 | 4 | 1 | 6 | 12 | 7 | 0 | 1 | 6.8

Additional compounds.
SMILES	Fh CTSL1 inh	procasp7 counter	HCV core dimer	procasp3 activ	JMJD2C inh	VLA-4 inh	GRK2 aptamer HTS	PP1 inh	PP5 primary
O=C(O)CCCCCCCCCCP(=O)(c1ccccc1)c1ccccc1	1	2	-2	13	4	-3	0	1	-1.3
CCCCN(CCCC)S(=O)(=O)c1ccc(NC(=O)Cc2cccs2)cc1	-2	-6	12	-8	-5	5	5	5	4.5
Cn1cc(Br)c(C(=O)NC(=S)N2CCN(c3ccccn3)CC2)n1	-13	-5	-4	-9	12	8	4	1	-4.0
O=C(c1ccccc1Cl)N1CCSCC1	1	7	0	-8	nt	-2	1	-1	-1.3
CN(C(=O)CN1C(=O)S/C(=C\c2ccc(Cl)cc2)C1=O)C1CCS(=O)(=O)C1 (configuration not stated)	-1	1	-8	2	4	2	0	1	0.9
O=C(NC1CCCC1)c1cccc(NC(=O)c2ccco2)c1	-3	3	3	4	4	50*	4	5	0.9
O=C(/C=C/c1cccc(Cl)c1)NCc1ccncc1	-2	-13	7	-6	5	14	1	-5	0.7
Cc1cccc(NC(=O)CN2C(=O)S/C(=C\c3cc(C)n(C)c3C)C2=O)c1	1	-2	23	-6	-1	-15	1	16*	-2.3
COc1ccc(NC(=O)Nc2ccc(Br)c(C)c2)cc1	-1	-3	-4	6	-2	-3	0	2	1.0
O=C(COn1nnc2ccc(Cl)cc21)Nc1ccc(F)cc1	-1	0	-6	-5	-10	47	2	0	2.3
O=C(CSc1nncn1-c1ccccc1)Nc1ccccc1F	-10	-14	-15	-3	4	3	1	4	-4.3
O=C(c1cn(Cc2ccccc2)nc1-c1cccnc1)N1CCc2ccccc2C1	nt	1	nt	11	12	3	0	-2	0.1
CCOc1cccc(-c2nc3cc(C)ccc3o2)c1	-3	1	-3	5	-14	9	2	-1	-1.5
Cc1nnc2c(NC(C)C)nc3ccccc3n12	0	9	2	5	-3	8	2	-3	0.6
CCOC(=O)c1c(C)c(C(=O)NCCc2ccccc2)c(C)n1C	-3	2	8	1	2	10	0	-6	2.8
CC12C=CC3(O1)C(C(=O)N(c1ccccc1)C3C(=O)NC1CCCC1)C2C(N)=O (configuration not stated)	3	2	0	4	-2	13	2	-5	3.1
CC1CCCCC1NC(=O)CCC(=O)N1CCOc2ccc(Cl)cc21 (configuration not stated)	5	9	-2	3	0	6	0	-1	0.7
C=CCn1c(=N)c(C(=O)OCC)cc2c(=O)n3cccc(C)c3nc21	1	-7	1	-5	-98	5	5	-2	-2.4
COc1ccc(/C=C2\C(=O)ON=C2c2cccc([N+](=O)[O-])c2)cc1	-3	12	8	-1	-4	2	0	-6	-0.7
CC(=O)NC(=S)NNC(=O)C(c1ccccc1)c1ccccc1	3	-7	-1	-3	8	5	0	2	3.3

Full records, looked up by structure.
`O=C(COn1nnc2ccc(Cl)cc21)Nc1ccc(F)cc1` in the list: Fh CTSL1 inh = -1; procasp7 counter = 0; HCV core dimer = -6; procasp3 activ = -5; JMJD2C inh = -10; VLA-4 inh = 47; GRK2 aptamer HTS = 2; PP1 inh = 0; PP5 primary = 2.3
`O=C(c1ccccc1Cl)N1CCSCC1` in the list: Fh CTSL1 inh = 1; procasp7 counter = 7; HCV core dimer = 0; procasp3 activ = -8; JMJD2C inh = nt; VLA-4 inh = -2; GRK2 aptamer HTS = 1; PP1 inh = -1; PP5 primary = -1.3

(next part)
SMILES	Fh CTSL1 inh	procasp7 counter	HCV core dimer	procasp3 activ	JMJD2C inh	VLA-4 inh	GRK2 aptamer HTS	PP1 inh	PP5 primary
O=C(NCCCO)/C(=C\c1cn(-c2ccccc2)nc1-c1cccnc1)NC(=O)c1ccccc1	3	-13	7	-7	0	-2	0	-2	2.7
N=c1c2c(n(Cc3ccc([N+](=O)[O-])cc3)c3c1CCC3)CCCC2	-1	-2	0	2	7	13	0	-2	2.8
COc1ccc(C(C)=O)cc1COC(=O)c1ccc2c(c1)OCO2	1	16	1	4	3	3	0	3	2.4
CCn1ncc(C(=O)Nc2cc(C)on2)c1C	1	6	1	1	5	8	4	-2	-0.7
c1ccc(CSc2ncccn2)cc1	-1	-9	5	-7	1	20	1	0	2.5
COCCn1c(=S)[nH]c2cc(C(=O)N3CC(C)CC(C)C3)ccc2c1=O (configuration not stated)	-5	-8	-6	2	0	5	3	-5	2.2
CCOC(=O)Cc1csc(NC(=O)c2cccc(N3C(=O)CCC3=O)c2)n1	-1	2	-7	-6	-3	-65	0	-2	-0.5
Cc1ccc(CNC(=O)C2CCCN(S(C)(=O)=O)C2)cc1 (configuration not stated)	0	5	-7	1	1	8	1	1	2.6
CCN(CC)c1ccc(NC(=O)CSC(=O)c2ccccc2)cc1	nt	-17	nt	-15	-6	23	0	nt	nt
Cc1ccc(NC(=O)N2CCC(c3nc4c(nnn4Cc4cccc(Cl)c4)c(=O)[nH]3)CC2)cc1	3	-5	6	7	19&18	5	6	5	3.1
CCOC(=O)C(=N/O)/C(C)=N/NC(C)=O	-2	-3	1	-6	-2	-7	2	-6	2.6
COc1ccc(CN2CCCCC2C(=O)Nc2ccc(OC)c(OC)c2)cc1OC (configuration not stated)	0	-1	9	13	1	14	2	1	0.3
NS(=O)(=O)c1ccc(CCNC(=O)c2cc3ccccc3s2)cc1	9	-7	-17	5	-9	-12	0	7	-7.2
Cc1noc(C)c1COc1cccc(C(=O)Nc2ccc(Br)cc2F)c1	nt	8	nt	-2	-8	1	0	nt	nt
O=C(C1CCC(Cn2c(=S)[nH]c3ccccc3c2=O)CC1)N1CCN(c2ccccn2)CC1 (configuration not stated)	3	-3	13	5	17	-3	1	-5	1.6
COc1ccc(-c2noc(CCCC(=O)NC3CCCC3)n2)cc1OC	6	5	4	-1	1	3	3	0	-1.1
CCOC(=O)N1CCC(NS(=O)(=O)c2ccccc2)CC1	-3	0	2	3	7	23	1	-1	-2.3
COc1ccc([C@H]2CC(=O)C=C(c3ccc4c(c3)OCCO4)C2)cc1	nt	-5	nt	2	1	21	0	7	2.4
CC1CCCN(S(=O)(=O)c2ccc(C(=O)Nc3nnc(C4CC4)o3)cc2)C1 (configuration not stated)	0	-2	-12	9	-1	2	1	26*	6.2
COCC(=O)N(Cc1cc2ccc(C)cc2[nH]c1=O)c1cccc(C)c1	3	12	12	1	3	6	1	2	0.0
N#CC1(NC(=O)COC(=O)CNC(=O)c2sc3ccccc3c2Cl)CCCCC1	nt	-7	nt	0	3	0	0	-1	2.2
O=C(O)c1sccc1S(=O)(=O)c1ccccc1	-1	6	-2	0	-8	0	2	1	0.6
Cc1nc2c(-c3ccc(F)cc3)c(C)nn2c(C)c1CCC(=O)NC(C)CCc1ccco1 (configuration not stated)	7	-2	11	1	-13	-2	1	0	2.3
Cc1ccc(S(=O)(=O)NCc2ccncc2)cc1C	3	6	3	-4	2	-2	8	-2	-2.2
COc1ccc(CNC(=O)CN(C(=O)c2csnn2)c2ccc(F)cc2)cc1	2	-7	10	5	0	6	1	-3	-1.9
O=C(NCCN1C(=O)S/C(=C\c2ccc(OC(F)F)cc2)C1=O)[C@@H]1CCCN1C(=O)c1cccs1	0	-8	7	-4	3	3	0	1	1.9
NC(=O)CSc1oc(-c2ccco2)nc1S(=O)(=O)c1ccc(Br)cc1	1	-6	-1	5	5	1	2	7	3.1
O=S(=O)(Nc1ccc(-c2ccc3nncn3n2)cc1)c1cccs1	1	5	0	1	46	13	0	0	0.9
CCO[C@H]1OC(C(=O)NCc2ccccc2)=C[C@@H](c2ccc(Br)cc2)[C@@H]1CCCO	0	7	11	8	0	19	4	3	1.0
CC1CCCC(NC(=O)COC(=O)c2c[nH]c(=O)[nH]c2=O)C1C (configuration not stated)	-5	-9	5	6	-3	5	0	-3	1.3
O=C(c1ccc(NC(=O)C2(c3ccccc3)CCCC2)cc1)N1CCOCC1	-1	4	0	1	nt	-1	0	-4	-0.2
O=C(C1=C[C@H](C2CCCCC2)C[C@H](OCCCCO)O1)N1CCOCC1	2	-2	9	11	4	-14	3	-3	0.3
